Screening data deposited in PubChem BioAssay by several laboratories.
NCOA1 inh: SRC1 coactivator transcriptional activity inhibitors, primary screen, cell-based, luminescence | Nuclear receptor coactivator 1 (Homo sapiens), Q15788 | HEK293 GAL4-SRC1 luciferase reporter | inhibition, % at 3.6 µM | actives 0.12% (n = 360,000);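 active = inhibition above the campaign mean plus 3 SD, with each screening campaign given its own cutoff, cut at about 60% in these data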;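 note: 0% = DMSO treated cells and 100% = gossypol at 36 µM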
Target sequence (Q15788 whole entry, looked up, the tested form may be a part): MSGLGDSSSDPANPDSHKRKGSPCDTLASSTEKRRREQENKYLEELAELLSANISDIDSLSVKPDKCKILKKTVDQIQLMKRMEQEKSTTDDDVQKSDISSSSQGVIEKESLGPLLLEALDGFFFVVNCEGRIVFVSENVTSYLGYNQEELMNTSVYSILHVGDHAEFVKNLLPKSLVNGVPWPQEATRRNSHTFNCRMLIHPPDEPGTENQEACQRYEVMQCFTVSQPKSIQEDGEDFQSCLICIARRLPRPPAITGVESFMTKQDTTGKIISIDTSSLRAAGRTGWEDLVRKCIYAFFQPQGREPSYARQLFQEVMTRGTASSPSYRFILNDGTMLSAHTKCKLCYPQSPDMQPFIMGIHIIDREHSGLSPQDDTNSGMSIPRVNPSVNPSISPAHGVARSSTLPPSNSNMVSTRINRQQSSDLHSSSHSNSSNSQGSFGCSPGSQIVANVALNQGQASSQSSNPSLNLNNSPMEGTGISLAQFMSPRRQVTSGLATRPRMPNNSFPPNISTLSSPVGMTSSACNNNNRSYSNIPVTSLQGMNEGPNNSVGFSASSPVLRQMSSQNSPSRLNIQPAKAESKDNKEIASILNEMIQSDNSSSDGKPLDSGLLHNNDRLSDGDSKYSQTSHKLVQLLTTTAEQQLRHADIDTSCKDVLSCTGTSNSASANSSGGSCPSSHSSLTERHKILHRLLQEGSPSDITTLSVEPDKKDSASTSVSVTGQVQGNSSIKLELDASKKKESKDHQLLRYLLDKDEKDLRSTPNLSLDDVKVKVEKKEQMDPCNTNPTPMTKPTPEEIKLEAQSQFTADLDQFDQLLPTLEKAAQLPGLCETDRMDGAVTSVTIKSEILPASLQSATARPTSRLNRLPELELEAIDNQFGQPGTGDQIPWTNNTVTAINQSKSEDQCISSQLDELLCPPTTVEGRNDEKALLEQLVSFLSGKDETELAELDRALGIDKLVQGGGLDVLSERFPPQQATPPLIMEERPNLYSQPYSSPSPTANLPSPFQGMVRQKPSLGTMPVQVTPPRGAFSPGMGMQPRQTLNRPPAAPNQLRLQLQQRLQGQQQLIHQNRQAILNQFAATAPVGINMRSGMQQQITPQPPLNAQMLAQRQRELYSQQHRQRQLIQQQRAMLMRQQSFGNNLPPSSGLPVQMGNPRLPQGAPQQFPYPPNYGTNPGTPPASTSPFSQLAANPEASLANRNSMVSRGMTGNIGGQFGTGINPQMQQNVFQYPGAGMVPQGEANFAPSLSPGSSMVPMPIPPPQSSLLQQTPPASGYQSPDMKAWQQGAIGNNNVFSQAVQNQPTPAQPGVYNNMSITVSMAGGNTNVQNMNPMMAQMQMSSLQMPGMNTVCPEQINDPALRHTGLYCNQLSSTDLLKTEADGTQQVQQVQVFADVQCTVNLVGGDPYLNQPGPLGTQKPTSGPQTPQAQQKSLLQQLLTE
NR5A2 inv ag: LRH-1 (NR5A2) inverse agonists, primary screen, cell-based, luminescence, HEK293T, StAR-luciferase reporter; Nuclear receptor subfamily 5 group A member 2 (Homo sapiens), O00482; LRH-1 transfected, 24 h; inhibition, % at 3.6 µM; actives 0.13% (n = 360,000); AID 602396, 2012;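 active = inhibition above the mean inhibition of all tested compounds plus 3 SD, cut at about 73% in these data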;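 note: 0% = DMSO wells and 100% = reporter-only cells lacking LRH-1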
NCOA3 inh: SRC3 coactivator transcriptional activity inhibitors, primary screen, cell-based, luminescence. Nuclear receptor coactivator 3 (Homo sapiens), Q9Y6Q9. HEK293 GAL4-SRC3 luciferase reporter. inhibition, % at 3.6 µM. actives 0.17% (n = 360,000). AID 588352, 2011;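 active = inhibition above a per-campaign cutoff, the mean of all compounds plus 3 SD, cut at about 60% in these data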;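 note: 0% = DMSO-treated cells and 100% = gossypol-treated cells at 36 µM; higher means less SRC3-driven luciferase light from the GAL4 reporter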
TROY NFkB inh: inhibitors of TROY-driven NF-kB signaling, primary screen, Q293 LMP1-TROYcd cells, NF-kB luciferase, uHTS; Q293 LMP1-TROYcd NF-kB luciferase reporter, 4 h; inhibition, % at 10 µM; actives 0.98% (n = 360,000); AID 1347056, 2019;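 active = compounds whose plate-normalised and pattern-corrected inhibition of the luciferase reporter signal at the single screening dose is 50% or more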
NOD2-RIPK2 inh: NOD2-RIPK2 binding disruptors in cells, primary screen, fluorescence, CHO cells, BLA complementation. Receptor-interacting serine/threonine-protein kinase 2 (Homo sapiens), O43353. CCF4 ratio. inhibition, % at 4.98 µM. actives 0.38% (n = 360,000); in the data active = inhibition above about 21%;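 note: 0% = vehicle only and 100% = reference blocker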
TLR9-MyD88 block: inhibitors of TLR9-MyD88 association in cells, primary screen, cell-based, CHO, BLA complementation, fluorescence; Toll-like receptor 9 (Homo sapiens) + Myeloid differentiation primary response protein …; CCF4 FRET ratio; inhibition, % at 4.98 µM; actives 0.21% (n = 340,000); AID 504734, 2011;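 active = inhibition above the mean over all tested compounds plus 3 SD, cut at about 21% in these data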;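 note: 0% = DMSO only wells and 100% = clavulanate BLA inhibitor control wells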
LMP1 NFkB inh: EBV LMP1-driven NF-kappaB luciferase reporter inhibitors, primary screen, cell-based, luminescence, single point; LMP1-induced NF-kappaB luciferase reporter cells; AID 504558, 2011; actives 0.69% (n = 350,000); inhibition, % at 12.5 µM; in the data active = inhibition above about 41%;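 note: 0% = neutral control wells and 100% = reference inhibitor control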
C8 TRAIL sens: viability loss with TRAIL in NB7+C8 cells, primary screen, TRAIL sensitizer project, cell-based, ATPlite luminescence | AID 624354, 2012 | actives 1% (n = 360,000) | inhibition (viability loss, TRAIL sensitization), % at 10 µM;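 active = compounds causing at least 50% loss of cell viability in the single-dose screen, relative to plate controls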
TWEAK-Fn14 inh: inhibitors of TWEAK-Fn14 signaling, primary screen, luciferase reporter cells, uHTS; actives 2% (n = 360,000); TWEAK-stimulated Fn14 reporter cells, luciferase luminescence, 8 h; inhibition, % at 10 µM; in the data active = inhibition above about 50%
NR2F2 inh: NR2F2 transcriptional activity inhibitors, primary screen, cell-based, luciferase reporter, HEK293T, luminescence. COUP transcription factor 2 (Homo sapiens), P24468. HEK293T NGFI-A luciferase reporter. inhibition, % at 8.6 µM. actives 0.7% (n = 370,000);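 active = inhibition above a per-plate cutoff, mean inhibition of test wells between control levels plus 3 SD, cut at about 38% in these data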;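 note: cells cotransfected with COUP-TFII expression vector driving the NGFI-A reporter; 0% = median of COUP-TF2 test wells and 100% = reporter-only cells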
NCOA2 inhibitor: inhibition of GAL4-SRC2 driven luciferase reporter, primary screen, SRC2 inhibitor project, cell-based, luminescence. HEK293 GAL4-SRC2 luciferase reporter. inhibition, % at 9 µM. actives 0.17% (n = 370,000);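 active = inhibition above the mean inhibition of all tested compounds plus 3 SD, set per campaign, cut at about 52% in these data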;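 note: 0% = DMSO treated cells and 100% = cells given Gossypol at 36 µM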
* = called active by the depositor; x = no result given. This is a subset; rates above refer to the full screens.

canonical_smiles	NCOA1 inh	NR5A2 inv ag	NCOA3 inh	TROY NFkB inh	NOD2-RIPK2 inh	TLR9-MyD88 block	LMP1 NFkB inh	C8 TRAIL sens	TWEAK-Fn14 inh	NR2F2 inh	NCOA2 inhibitor
O=C(O)CN1C(=O)C2C3CCC(C3)C2C1=O (stereo not drawn)	2	-6	4	-3	-9	-9	6	-7	-6	-18	-10
COc1ccc(/C=C2\SC(=O)N(CC(=O)Nc3ccc(F)cc3)C2=O)cc1O	7	16	-4	-2	8	-3	3	5	-30	12	1
C[C@H]1CN([C@@H](C)CO)C(=O)Cc2cc(NC(=O)CCC(F)(F)F)ccc2O[C@H]1CN(C)S(=O)(=O)c1ccc(F)cc1	-4	-1	6	7	-6	-2	0	22	10	-3	-29
COc1cc(OC)cc(C(=O)NCC2CCCN(Cc3ccc(SC)cc3)C2)c1 (stereo not drawn)	-1	18	-9	-7	0	2	-24	-10	-2	-5	24
Cc1ccc(C(=O)Nc2ccc3c(c2)C(=O)N(CC2CCCO2)C3=O)cc1 (stereo not drawn)	-23	-48	-5	-29	-9	-4	-15	2	-17	-6	-10
CC(C)(C)c1ccc(OCC(=O)O/N=C(\N)c2ccncc2)cc1	-32	-6	-30	-16	-6	-2	-6	-5	3	9	-2
COc1ccc(NC(=S)NCc2cccs2)c(OC)c1	-5	-8	-2	-13	-1	1	9	-1	3	7	-2
CC(C)CCNC(=O)CN(C(=O)Cn1nnc(-c2ccccc2F)n1)c1cccc2c1CCCC2	-14	13	5	23	-10	2	-1	-8	28	22	11
CCOC(=O)c1c(S(=O)(=O)NCC(=O)Nc2cccc(C)c2C)c(C)n(C)c1C	12	-18	10	18	-1	6	4	-22	-7	5	-2
Cc1cccc(NC(=O)COC(=O)c2cc3ccccc3oc2=O)c1	14	-3	8	34	0	-3	-9	4	-1	4	-9
Cc1cc(NC(=O)c2cc(C(C)C)on2)no1	-52	-70	-48	-30	-1	4	-22	-12	-13	-42	-45
CSCCC(NS(=O)(=O)c1ccc(C)cc1)C(=O)N1CCN(C(C)=O)CC1 (stereo not drawn)	-11	2	-1	-10	3	-7	-4	2	4	12	-23
c1ccc2sc(NCC3CCCO3)nc2c1 (stereo not drawn)	-78	-68	-54	-32	7	6	-20	10	-10	-14	-59
CCCC(C(=O)NCCC(C)C)N(Cc1ccccc1)C(=O)c1snc(C(N)=O)c1N (stereo not drawn)	2	4	-4	4	5	1	-10	-10	-4	11	9
O=C(Nc1cccc(Br)c1)Oc1cccc2cccnc12	2	10	-3	-14	-6	x	x	-5	0	4	-23
CC(=O)Nc1ccc(NC(=O)c2cccc(-c3cc4ccccc4oc3=O)c2)cc1	-39	-43	-31	-34	-4	2	-39	-2	-14	1	-15
O=C(OCc1ccccc1)C1=NNC2C(=O)N(c3ccc(Br)cc3)C(=O)C12 (stereo not drawn)	8	2	19	-20	-11	x	5	-31	-5	-10	15
O=C1S/C(=C/c2ccc(N3CCOCC3)o2)C(=O)N1Cc1c(F)cccc1Cl	3	-14	-25	-6	-12	13	1	-5	26	8	-19
CCOC(=O)CN1C(=O)C(O)=C(C(C)=O)C1c1ccc([N+](=O)[O-])cc1 (stereo not drawn)	4	6	20	1	-3	-4	0	13	3	-21	-22
CN(C)CCCNC(=O)C[C@H]1C[C@H](C(=O)N2CCCCC2)[C@@]2(C)c3[nH]c4cc(CCC(=O)N(C)C)ccc4c3CCN2C1=O	6	-4	-9	-3	-2	-4	5	0	12	-9	-19
O=C(CCc1nc2ccccc2c(=O)[nH]1)NNC(=O)c1ccccc1Cl	-25	-12	7	-16	-5	-2	-1	-3	13	13	-18
Cc1cc(NC(=O)c2ccc(F)cc2)n(C)n1	12	-15	-41	-30	-3	-11	4	9	13	12	-8
NC1=NC[C@H](c2ccccc2)N1CCc1cccc(F)c1	3	20	-2	4	-13	-4	-1	-1	2	11	-10
COc1cccc(C2C=C(c3ccc(OC)cc3OC)Nc3nnnn32)c1 (stereo not drawn)	2	-4	-8	30	31*	46*	21	19	47	x	x
CCOc1ccc(-c2nnn(CC(=O)NCc3ccco3)n2)cc1	-39	-23	-14	8	6	-2	-18	-4	8	-12	-21
COc1cc(NC(=S)NCCCN2CCOCC2)cc(OC)c1	-9	-11	17	-4	-6	1	1	9	0	-4	-21
COc1ccc(-n2cnc3c(sc4nccc(N(C)C)c43)c2=O)cc1	26	-1	38	1	-8	12	0	-16	16	4	16
COc1cc(/C=N/NC(=O)c2ccoc2C)ccc1OCCN1CCCCC1	-11	12	6	-15	-6	3	-2	11	-7	-20	-27
Fc1ccc(-c2ccnc(=S)[nH]2)cc1	-12	6	9	-12	-10	2	-5	-16	-14	6	25
CCN(CC(=O)Nc1ccccc1C(F)(F)F)C(=O)c1ccc(NC(=O)c2cccs2)cc1	10	-16	-5	4	-11	-4	3	2	23	11	18
CC1CC(OCC(O)CN2CCCCC2C)CC(C)(C)C1 (stereo not drawn)	-5	-8	-8	-14	4	-3	3	-5	-11	0	-14
COC(=O)Cn1c(Cc2ccccc2)nc2ccccc21	9	-3	-1	1	-2	-17	4	-2	1	-3	10
COc1ccc(C(=O)Nc2c3c(nn2-c2cccc(Cl)c2)CS(=O)C3)cc1 (stereo not drawn)	-8	17	13	-22	9	9	1	8	-7	0	-16
Cc1ccc(NC(=O)CNCC(c2ccccc2)N(C)C)cc1F (stereo not drawn)	12	-1	5	-9	7	6	-1	-3	-8	-6	-13
COC(=O)c1n[nH]nc1-c1ccccc1	-12	4	-5	1	9	2	-4	-17	9	-1	-20
CCCCCc1cc(=O)oc2c(C(CCN3CCCCC3)c3cc(OC)c(OC)c(OC)c3)c(OC)cc(OC)c12 (stereo not drawn)	-6	-8	3	12	-6	-5	6	67*	-46	8	-28
N#Cc1ccccc1OCC(=O)N1CCN(S(=O)(=O)c2ccc(Cl)cc2)CC1	0	-1	4	-11	-9	4	-6	16	11	13	18
O=C(COc1ccc([N+](=O)[O-])cc1)NCc1cccnc1	-23	20	7	-3	5	9	-9	7	15	12	-7
O=C(COc1ccc(Cl)cc1)NCCCNC(=O)c1ccncc1	7	-21	1	5	7	-6	3	-1	1	-3	5
O=C(Nc1cccnc1)c1ccc(Cl)c(S(=O)(=O)N2CCCC2)c1	2	-18	5	-24	-2	1	6	16	14	22	19
COC(=O)c1cc(C(=O)Nc2nnc(CC(C)C)s2)cc([N+](=O)[O-])c1	-6	17	7	-11	3	2	6	24	-7	-5	25
O=C(COc1ccc2c(c1)OCO2)Nc1ccccc1C(F)(F)F	-53	-89	-40	-67	1	0	-18	-2	-14	-29	-45
Cc1c(Br)cc(C(=O)NC2CCCCC2)c(C)c1C	14	0	7	-33	-3	8	11	-13	1	0	1
O=C1NC(Nc2ccccn2)(C(F)(F)F)C(=O)N1c1ccc(F)cc1 (stereo not drawn)	-12	9	8	-7	2	13	-4	-13	16	2	-16
N#CCCn1cc(C(=O)Nc2ccc(C(=O)O)cc2)c(-c2ccc([N+](=O)[O-])cc2)n1	-8	9	-12	-16	-5	6	0	17	6	-16	-3
C[C@@H]1CCCCO[C@@H](CN(C)S(=O)(=O)c2ccccc2)[C@@H](C)CN([C@H](C)CO)C(=O)c2cc(N(C)C)ccc2O1	-4	5	-9	-6	-13	-19	-8	-4	14	-6	17
CCCCn1c(S(=O)(=O)O)nc2ccccc21	-7	17	10	-27	-7	16	-2	5	3	7	6
CN(C)c1ccc(C2N(C(=O)N3CCOCC3)CCN2S(=O)(=O)c2ccccc2)cc1 (stereo not drawn)	-10	21	10	-7	-9	-2	1	12	1	4	2
Cn1c(SCc2cccc(C(F)(F)F)c2)nnc1-c1ccco1	11	25	5	-9	-12	-7	-6	10	-21	-30	-15
CCC(=O)c1cn(CC(=O)Nc2cccc(C)c2C)c2ccccc12	2	-2	11	-7	12	-9	-8	0	-4	-5	10
COc1ccc2cc(C3=CC(=O)CCC3)ccc2c1	-95	-34	-106	-31	-1	5	-30	29	-3	-55	-71
Cc1cc(NCc2ccccc2)n2ncc(-c3ccccc3)c2n1	-190	-237	-197	14	4	1	-141	26	17	-48	-46
Cc1ccc(NN2C(=O)C=C(c3ccccc3)C2=O)cc1	-10	-14	1	-4	84*	x	x	0	16	-8	-33
CS(=O)(=O)N1CCN(c2ncccn2)CC1	0	9	4	-24	3	7	-8	-7	-6	-17	5
CC(C)CC1NC(=O)N(CC(=O)N2CCN(S(=O)(=O)c3ccc4ccccc4c3)CC2)C1=O (stereo not drawn)	4	12	2	0	1	7	0	11	8	5	-1
CCN1C(=O)[C@H]2[C@@H](c3ccc(OC)cc3)N3C(=O)CN(Cc4ccccc4)C(=O)[C@@]3(C)[C@H]2C1=O	-2	-15	8	-24	8	4	6	4	18	16	1
Cc1ccc(S(=O)(=O)NCCN=C(CN2CCOCC2)NS(=O)(=O)c2ccc(C)cc2)cc1	-7	6	-9	-5	-1	-6	1	22	1	5	-33
Cc1ccc(-c2nc3c4ccccc4ccn3c2CN2CCCCC2)cc1	-17	-4	-19	-42	-5	-5	-19	13	-20	-10	-16
CC(=O)Nc1ccc(OCC(=O)c2cc(C)ccc2C)cc1	-1	19	20	3	-6	-4	1	6	2	-17	2
CCC(C)Sc1nnc(CNC(=O)C23CC4CC(CC(C4)C2)C3)n1C1CCCCC1 (stereo not drawn)	-7	4	10	12	-9	0	-2	17	13	9	-15

Other entries follow:
canonical_smiles	NCOA1 inh	NR5A2 inv ag	NCOA3 inh	TROY NFkB inh	NOD2-RIPK2 inh	TLR9-MyD88 block	LMP1 NFkB inh	C8 TRAIL sens	TWEAK-Fn14 inh	NR2F2 inh	NCOA2 inhibitor
O=S(=O)(c1ccc(Oc2ccc(S(=O)(=O)N(CCO)CCO)cc2)cc1)N(CCO)CCO	-11	-6	8	3	0	-4	2	-3	-2	-11	-2
COc1ccccc1NC(=O)CN1CCN(CC(=O)Nc2ccc(F)cc2F)CC1	-9	-21	-12	-69	0	0	3	-18	-10	-7	-45
Cn1c(/C(C#N)=C(\O)c2cc(Cl)sc2Cl)nc2ccccc21	-31	11	4	-5	-6	4	6	23	2	11	14
CC1(c2nnnn2-c2ccc3c(c2)OCCO3)CCC(=O)N1C1CC1 (stereo not drawn)	x	-16	x	3	-9	x	x	-1	4	-16	11
